# Screening results from PubChem.
# PPARg SRC3 recr: PPARgamma agonists recruiting SRC-3 coactivator, primary screen, biochemical | 0.26% of 200,000 active | biochemical PPARgamma/SRC-3 coactivator recruitment assay | Peroxisome proliferator-activated receptor gamma (Homo sapiens), P37231 | activation, % at 8 µM; in the data active = activation above about 23%;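 also: 0% = DMSO and 100% = reference agonist; some compounds past the cut are filed as inactive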
# Target sequence (P37231 whole entry, looked up): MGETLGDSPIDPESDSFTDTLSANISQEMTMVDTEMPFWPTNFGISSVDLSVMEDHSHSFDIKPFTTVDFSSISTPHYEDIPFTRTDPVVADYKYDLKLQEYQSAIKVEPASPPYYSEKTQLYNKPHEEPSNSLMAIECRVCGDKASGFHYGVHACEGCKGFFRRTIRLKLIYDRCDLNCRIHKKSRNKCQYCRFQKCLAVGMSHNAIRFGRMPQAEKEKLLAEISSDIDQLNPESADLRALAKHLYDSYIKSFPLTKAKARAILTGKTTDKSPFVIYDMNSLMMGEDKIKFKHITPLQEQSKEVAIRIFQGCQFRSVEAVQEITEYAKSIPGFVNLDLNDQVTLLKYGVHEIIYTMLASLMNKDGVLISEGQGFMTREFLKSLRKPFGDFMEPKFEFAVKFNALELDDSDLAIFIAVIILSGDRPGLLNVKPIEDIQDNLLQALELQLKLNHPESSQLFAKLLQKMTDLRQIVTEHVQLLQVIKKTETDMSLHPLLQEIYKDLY
# PPARg SRC-2 ag: agonists of PPARg-SRC-2 recruitment, primary screen, biochemical, HTS | Peroxisome proliferator-activated receptor gamma (Homo sapiens), P37231 | PPARgamma LBD-SRC-2 recruitment | activation, % at 8 µM | 0.34% of 200,000 active; in the data active = activation above about 22%;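 also: 0% = vehicle and 100% = reference agonist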
# S1P3 antagonist: S1P3 receptor antagonists, primary screen, cell-based | Sphingosine 1-phosphate receptor 3 (Homo sapiens), Q99500 | CHO S1P3 NFAT-BLA reporter, FRET fluorescence, antagonist mode | inhibition, % at 4.98 µM | 0.27% of 170,000 active;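 active = inhibition above the plate cutoff, the mean inhibition of test wells on that plate plus 3 SD, cut at about 28% in these data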;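 also: cells challenged with S1P at its EC80 of 0.8 µM; blue over green emission ratio from cleaved BLA substrate after 4 h stimulation; 0% = S1P-stimulated wells and 100% = unstimulated DMSO-only wells; some compounds past the cut are filed as inactive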
# SRC2 TRFRET art: TR-FRET signal artefacts, primary screen, artefact control for PPARgamma SRC-2 agonist project, biochemical; TR-FRET artefact counter-screen; hits give high values; TR-FRET ratio at 8 µM; 0.4% of 200,000 active; in the data active = TR-FRET ratio above about 2000; also: inactives centre near 1500
# STAT1 inh: STAT1 signaling inhibitors, primary screen, cell-based, HTS, luciferase reporter; inhibition, % at 5.5 µM; AID 920, 2007; 0.35% of 200,000 active; NIH 3T3 STAT1-luciferase reporter, IFN-gamma, luminescence;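 active = inhibition above a set limit, the mean inhibition across all tested compounds plus 3 SD, cut at about 34% in these data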;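 also: 0% = IFN-gamma with DMSO and 100% = IFN-gamma with 300 µM nifuroxazide; values of inactives mirror those of a sister screen read the other way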
# STAT3 inh: IL-6 driven STAT3 reporter inhibitors, primary screen, U3A cells, luciferase, luminescence, MLSCN library. IL-6 STAT3-luciferase reporter; host cell line lacks STAT1. inhibition, % at 5.5 µM. 0.89% of 190,000 active. AID 862, 2007;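 active = inhibition above the mean inhibition across all screened compounds plus 3 SD, cut at about 44% in these data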;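 also: 0% = DMSO only wells and 100% = 100 µM nifuroxazide control wells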
# PPARg SRC1 recr: PPARgamma agonists recruiting SRC-1 coactivator, primary screen, biochemical. Peroxisome proliferator-activated receptor gamma (Homo sapiens), P37231. PPARgamma-SRC-1 coactivator recruitment biochemical assay. activation, % at 8 µM. 0.41% of 200,000 active; in the data active = activation above about 19%;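 also: 0% = DMSO and 100% = reference agonist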
# TLR4 MyD88 comp: inhibitors of TLR4-MyD88 association in cells, primary screen, cell-based, HeLa CL3-4, BLA complementation, FRET ratio; Toll-like receptor 4 (Homo sapiens) + Myeloid differentiation primary response protein …; HeLa CL3-4 TLR4/MyD88 BLA complementation; inhibition, % at 8.4 µM; 0.18% of 200,000 active; in the data active = inhibition above about 25%;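 also: 0% = vehicle and 100% = reference inhibitor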
# RAM inhibit: inhibitors of the yeast RAM network, primary screen, dse1pr::URA3 reporter, 5-FOA selection; inhibition, % at 50 µM; 1.8% of 190,000 active; S. cerevisiae dse1pr::URA3 reporter, 5-FOA growth OD615, 2 d; analog-sensitive cbk1-as2 kinase mutant strain;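 active = inhibition above a set limit, 3 SD over mean compound inhibition, cut at about 8.4% in these data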;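 also: 0% = DMSO-only wells with no growth and 100% = 10 µM 1-NA-PP1 full growth; inhibition rescues growth on 5-FOA so higher OD means more RAM inhibition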
# ROMK mod: ROMK potassium channel modulators, primary screen, cell-based, thallium flux, MLSMR library; Tet-inducible ROMK, thallium flux fluorescence; actives lie on both sides; 2% of 130,000 active; B-score at 10 µM; ATP-sensitive inward rectifier potassium channel 1 (Homo sapiens), P48048;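 active = signal ratio slope over the read window, or its plate-corrected B-score, at least 3 SD from the plate mean, either direction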;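 also: B-score of the F/F0 ratio slope over 7 to 12 s after thallium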
# STAT3 activator: IL-6 driven STAT3 reporter potentiators, primary screen, U3A cells, luciferase, luminescence, MLSCN library; 0.91% of 190,000 active; activation (% of control), % at 5.6 µM; IL-6 STAT3-luciferase reporter; 100% = signal with IL-6 EC80 alone;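 active = activation above the screen-wide mean of compound activation plus 3 SD, cut at about 130% in these data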;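 also: 0% = background luminescence of wells with medium and substrate only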
#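 System – human U3A cells carrying STAT3-luciferase construct · Probe or stimulus – Interleukin-6, 33 ng/mL · Schedule – compound 1 h, then IL-6 6 h at 37 °C · Signal – luminescence from STAT3-driven luciferase reporter · Evaluation – percent of IL-6-only median luminescence · Benchmarks – IL-6-only high control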
# Numbers without * were called inactive; . = no result given.
SMILES,PPARg SRC3 recr,PPARg SRC-2 ag,S1P3 antagonist,SRC2 TRFRET art,STAT1 inh,STAT3 inh,PPARg SRC1 recr,TLR4 MyD88 comp,RAM inhibit,ROMK mod,STAT3 activator
Cc1ccc(S(=O)(=O)N(C)C)cc1NC(=O)COC(=O)/C=C/c1cnc2ccccc2n1,4,-3,6,1716,-6,4,8,-12,8.9*,0.099,106
CC(=O)c1c(C)nn(C(C)CC(=O)O)c1C (stereo not drawn),4,4,-11,1440,-8,0,9,-1,0.7,.,103
CCCNC(=S)Nc1ccc(Br)cc1,1,8,.,1659,14,19,0,-3,-0.1,.,85
Cc1occc1C(=O)Nc1ccc(S(=O)(=O)N2CCN(C)CC2)cc1,-1,8,-9,1479,4,-3,0,-2,1.9,0.68,106
O=C(CSc1ccccn1)Nc1cccc(NC(=O)CSc2ccccn2)n1,0,3,.,1652,-5,0,3,-13,7.9,1.3,101
CCOC(=O)c1cnn(-c2cc(C)nc3c(-c4ccccc4)cnn23)c1N,-2,8,-2,1607,6,13,16,-4,6.7,.,91
CC1CCCCN1C(=O)CSc1nc2ccccc2[nH]1 (stereo not drawn),5,9,-8,1609,-28,12,10,1,-0.1,-0.5,93
O=[N+]([O-])c1cccc(C(=Nc2ccccc2)NO)c1,-2,7,6,1574,4,23,-4,10,0.1,.,82
Cc1ccc(C(=O)/C=C/c2ccc(-c3ccc(C)cc3)o2)cc1,3,-3,-7,1514,-11,-1,-1,6,7.4,.,100
COc1ccc(/C=c2/sc3nc(-c4ccccc4)c(-c4ccccc4)n3c2=O)cc1,4,8,-16,1634,-1,-5,6,1,4.7,.,103
Cc1ccc(NC(=O)COC(=O)C2CC2(Cl)Cl)cc1C (stereo not drawn),8,6,-6,1616,-1,9,11,-4,0.0,-0.77,102
O=S(=O)(c1cccc(C(F)(F)F)c1)N1CCN(c2ccccc2)CC1,8,12,.,1485,-1,-3,-5,7,1.2,-0.19,106
CC(C)CC1(C)NC(=O)NC1=O (stereo not drawn),6,-5,-6,1566,0,12,2,3,-1.0,0.14,98

# An excerpt from above in order of the RAM inhibit value, smallest number first:
SMILES	S1P3 antagonist	STAT1 inh	TLR4 MyD88 comp	RAM inhibit	ROMK mod	STAT3 activator
CC1CCCCN1C(=O)CSc1nc2ccccc2[nH]1 (stereo not drawn)	-8	-28	1	-0.1	-0.5	93
Cc1ccc(NC(=O)COC(=O)C2CC2(Cl)Cl)cc1C (stereo not drawn)	-6	-1	-4	0.0	-0.77	102
CC(=O)c1c(C)nn(C(C)CC(=O)O)c1C (stereo not drawn)	-11	-8	-1	0.7	.	103
O=S(=O)(c1cccc(C(F)(F)F)c1)N1CCN(c2ccccc2)CC1	.	-1	7	1.2	-0.19	106
Cc1occc1C(=O)Nc1ccc(S(=O)(=O)N2CCN(C)CC2)cc1	-9	4	-2	1.9	0.68	106
CCOC(=O)c1cnn(-c2cc(C)nc3c(-c4ccccc4)cnn23)c1N	-2	6	-4	6.7	.	91

# 3 structures out of the list, ordered by heavy-atom count, low to high:
SMILES,PPARg SRC3 recr,PPARg SRC-2 ag,S1P3 antagonist,SRC2 TRFRET art,STAT1 inh,STAT3 inh,PPARg SRC1 recr,TLR4 MyD88 comp,RAM inhibit,ROMK mod,STAT3 activator
CC(C)CC1(C)NC(=O)NC1=O (stereo not drawn),6,-5,-6,1566,0,12,2,3,-1.0,0.14,98
O=S(=O)(c1cccc(C(F)(F)F)c1)N1CCN(c2ccccc2)CC1,8,12,.,1485,-1,-3,-5,7,1.2,-0.19,106
COc1ccc(/C=c2/sc3nc(-c4ccccc4)c(-c4ccccc4)n3c2=O)cc1,4,8,-16,1634,-1,-5,6,1,4.7,.,103
